PriA SSB inh: inhibitors of Klebsiella pneumoniae PriA binding to SSB C-terminal tail | AlphaScreen SSBct-PriA binding, biotinylated peptide | inhibition, % at 33 µM | actives 0.6% (n = 430,000); in the data active = inhibition mostly above about 37%, no sharp cut-off; inactive = mostly below about 20%;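 note: plate controls were negative control peptide for no effect and reference peptide for full effect; strong numbers were not always called active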
MazF activator: activators of E. coli MazEF toxin-antitoxin RNase | FAM/BHQ RNA-DNA oligo cleavage fluorescence, 5 h | actives 0.32% (n = 350,000) | activation, % at 20 µM | AID 504720 | P0AE70; in the data active = activation above about 50%
Target sequence (P0AE70 whole entry, looked up): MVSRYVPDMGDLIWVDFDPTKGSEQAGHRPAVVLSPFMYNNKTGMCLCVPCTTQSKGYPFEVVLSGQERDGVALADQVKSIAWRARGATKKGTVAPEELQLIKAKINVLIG
Anthrax LF prot: inhibitors of Bacillus anthracis lethal factor protease; inhibition, % at 10 µM; P15917; AID 588501; actives 0.12% (n = 360,000); multiplex microsphere protease cleavage assay, LF; note: plate controls were buffer without enzyme for full effect and enzyme alone for no effect
Rv3671c protease: inhibitors of M. tuberculosis serine protease Rv3671c. inhibition, % at 5.96 µM. actives 0.048% (n = 320,000). AID 2606; in the data active = inhibition above about 38%;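 note: extracellular domain of Rv3671c used as enzyme; 0% = enzyme with DMSO and 100% = no enzyme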
Target sequence (P9WHR9 whole entry, looked up, the tested form may be a part): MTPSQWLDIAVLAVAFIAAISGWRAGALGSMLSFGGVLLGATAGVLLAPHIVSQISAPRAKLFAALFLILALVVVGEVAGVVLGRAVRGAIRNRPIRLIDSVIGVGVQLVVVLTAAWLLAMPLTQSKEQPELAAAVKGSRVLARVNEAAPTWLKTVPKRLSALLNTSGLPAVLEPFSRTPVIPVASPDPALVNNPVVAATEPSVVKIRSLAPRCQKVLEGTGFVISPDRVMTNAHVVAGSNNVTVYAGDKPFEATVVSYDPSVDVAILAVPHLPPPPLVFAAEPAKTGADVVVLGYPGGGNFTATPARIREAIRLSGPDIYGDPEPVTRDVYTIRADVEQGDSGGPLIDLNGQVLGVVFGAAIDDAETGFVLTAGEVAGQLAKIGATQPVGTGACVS
3CLpro inhibitor: SARS-CoV 3CLpro protease inhibition | P0C6X7 | recombinant SARS-CoV 3CLpro, quenched FRET peptide cleavage | inhibition, % at 6 µM | actives 0.14% (n = 290,000); in the data active = inhibition above about 12%
VHR inh abs: inhibitors of human VHR1 phosphatase (DUSP3) | recombinant VHR phosphatase, pNPP absorbance | inhibition, % at 13.3 µM | actives 0.52% (n = 290,000); in the data active = inhibition above about 50%; note: some compounds called inactive have numbers as strong as hits
Target sequence (P51452 whole entry, looked up): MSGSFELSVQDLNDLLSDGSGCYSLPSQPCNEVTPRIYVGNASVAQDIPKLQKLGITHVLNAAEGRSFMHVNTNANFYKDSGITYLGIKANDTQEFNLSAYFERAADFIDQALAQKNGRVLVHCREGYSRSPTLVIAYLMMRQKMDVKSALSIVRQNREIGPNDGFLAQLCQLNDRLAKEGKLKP
BoNT F protease: blocks Botulinum neurotoxin F light chain protease. Multiplex microsphere protease cleavage assay, flow cytometry. inhibition, % at 10 µM. actives 0.22% (n = 360,000); in the data active = inhibition above about 35%, passing the limit was not always enough; inconclusive = no clear call, values can overlap the other calls; note: plate controls were buffer without enzyme for full effect and enzyme alone for no effect
CCHF vOTU inh: CCHFV vOTU protease inhibition | Pep-AMC fluorescence | inhibition, % at 11.5 µM | actives 0.55% (n = 370,000); in the data active = inhibition above about 30%; note: 0% = vehicle wells with enzyme and 100% = no enzyme wells
PrPC surface inh: inhibitors of human cell surface prion protein PrPC; TR-FRET read-out; P04156; inhibition, % at 13.8 µM; actives 0.43% (n = 370,000); in the data active = inhibition above about 24%; note: 0% = median of the test wells and 100% = reference compound wells
BoNT A protease: BoNT A light chain protease inhibition; multiplex microsphere protease substrate cleavage, flow cytometry; inhibition, % at 10 µM; actives 0.17% (n = 360,000); AID 588499; note: plate controls were buffer without enzyme for full effect and enzyme alone for no effect
The depositor's hits bear a star; ? = inconclusive; . = not tested or not shown; & = joins results of further samples. Cut-off read from the data, not from the text of the source, unless noted: active = inhibition above about 30%; inconclusive = no clear call, values can overlap the other calls; inactive = below that. Some of the compounds tested. The share of hits here may be higher or lower than overall.

SMILES	PriA SSB inh	MazF activator	Anthrax LF prot	Rv3671c protease	3CLpro inhibitor	VHR inh abs	BoNT F protease	CCHF vOTU inh	PrPC surface inh	BoNT A protease
Cc1cc(NC(=O)CN2C(=O)NC(CC(C)C)C2=O)no1 (centres undefined)	1.6	-1.5	-6.0	2.8	.	.	-9.1	8.9	8.5	0.6
Nc1nc(-c2cccnc2)nn1C(=O)COc1ccccc1	1.4	7.4	-2.4	-1.0	0.7	28.0	-6.2	1.0	4.0	-2.5
O=C(CS(=O)(=O)Cc1ccccc1)Nc1ncccn1	-3.8	-2.7	3.1	1.3	1.2	-18.0	-7.6	9.8	6.1	1.5
COc1ccc(C2=NOC(C(=O)NCc3cccs3)C2)cc1OC (centres undefined)	2.6	-6.2	.	-6.6	4.4	7.3	.	10.4	5.5	.
COc1cc(S(=O)(=O)N(C)C)ccc1F	-20.3	3.1	-0.8	4.3	-0.7	22.0	1.4	-8.9	-1.4	0.6
CCOc1ccc(NC(=S)Nc2cc(-c3ccccc3)[nH]n2)cc1	-4.0	7.1	-4.0	-27.5	4.1	24.6	-0.9	11.1	6.7	0.9
CC(=O)c1ccc(N2CCN(C(=O)c3ccc(OCc4c(C)noc4C)cc3)CC2)cc1	-14.3	2.6	-3.3	-7.9	3.6	43.1	-6.4	33.9*	0.1	-1.8
CCOC(Cn1cc(C)c(=O)[nH]c1=O)OCC	-3.7	6.5	-5.0	-5.5	3.6	13.1	-0.6	4.9	-2.4	-0.3
CCCC(OC(=O)CN1C(=O)COc2ccccc21)C(=O)NC1CCCC1 (centres undefined)	-21.8	5.4	2.5	-2.6	2.1	-17.6	-5.8	.	.	-0.6
CCn1c(SCC(=O)NCCc2ccccc2)nc2c(c1=O)SC(C)C2 (centres undefined)	6.0	13.5	-10.8	-11.1	0.8	-6.1	-7.6	14.6	-6.5	-0.6
O=C(O)CCC(=O)Nc1ccccc1C(=O)NC1CCCCC1	-14.7	-4.4	-1.4	-9.5	-2.5	3.5	-10.5	-2.5	6.5	0.1
O=C(c1ccccc1)n1ccc(-c2cnc(-c3ccccc3)s2)n1	-5.4	6.8	-2.6	5.2	-9.2	20.1	4.1	-60.3	-8.9	-0.3
CNC(=S)NNC(=O)COc1cccc(C)c1C	-11.8	-2.7	3.7	2.2	4.2	13.6	1.6	16.8	4.4	-0.6
O=C(Nc1cccc(Oc2ccccc2)c1)C1Cc2c(-c3cccc(F)c3)ccnc2O1 (centres undefined)	.	.	7.5	.	.	.	6.4	8.3	11.5	-0.5
CSCCNC(=O)c1ccc(C(C)(C)C)cc1	-8.2	-1.6	1.8	-13.9	2.1	18.1	7.4	4.4	-3.7	-0.1
CC(C)Cc1nnc(NC(=O)CN2C(=O)C3CCCCC3C2=O)s1 (centres undefined)	-9.4	-6.1	-2.8	4.0	.	.	-1.0	1.0	-7.3	0.6
O=[N+]([O-])c1ccccc1/C=C/C=N/N1CCCCC1	.	-2.4	-6.8	3.1	5.7	10.2	-6.8	1.2	-6.6	-0.4
Cc1ccc(S(=O)(=O)NC(C)C(c2cccs2)N2CCOCC2)cc1 (centres undefined)	-7.2	10.9	-3.6	5.5	-6.0	0.2	-1.0	-2.8	4.2	0.2
COc1ccc(C(=O)NNC(=O)c2cc3cc(OC)ccc3oc2=O)cc1	-4.9	2.1	-0.2	4.9	6.3	7.7	4.5	4.8	4.2	-2.4
CC1CCCC(NC(=O)CSc2nncs2)C1C (centres undefined)	-10.7	10.6	1.1	-4.1	.	.	-2.1	5.7	-2.8	0.0
Cc1onc(-c2ccccc2Cl)c1C(=O)N1CCCCC1	-2.4	6.3	-5.1	1.4	-5.5	21.5	-7.5	-1.1	4.2	0.3
Cc1cccc(-c2noc(C(C)NC(=O)c3ccco3)n2)c1 (centres undefined)	-19.3	9.5	-10.0	-13.8	-3.9	21.5	7.2	22.7	1.9	-1.0
Cc1ccccc1CC1(CO)CCCN(C(=O)c2cc(Cl)ccc2F)C1 (centres undefined)	-0.7	3.1	-6.1	-2.7	-0.9	-3.9	-9.4	6.0	-2.0	-1.7
CN(C)C(CNC(=O)CCNC(=O)c1ccc(Cl)cc1)c1ccco1 (centres undefined)	-7.0	0.6	-0.6	6.3	.	.	-8.1	2.1	-3.5	-4.3
COc1ccc(NC(=O)CSc2nccn2Cc2ccco2)c(OC)c1	7.0&-12.3	-3.4	-1.4	3.1	-0.9	27.9	1.8	3.1	0.8	-0.1
CCOC(=O)/N=C(/NC(=O)Nc1ccc(C(=O)OCC)cc1)OC	.	5.5	2.8	-4.9	-4.1	15.5	6.6	10.7	11.7	0.6
NC(=O)C1CCCCc2c1[nH]c1ccc(Cl)cc21 (centres undefined)	9.9	10.7	0.6	.	-1.5	8.6	-29.7	-7.5	-4.4	-3.2
COc1ccc2c(c1)c1ncn(CCN3CCCCC3)c(=O)c1n2C	-1.8	4.6	-6.3	1.5	4.4	18.6	2.3	-47.5	-7.1	-0.4
CC(=O)c1cccc(NC(=O)c2cccc3ccccc23)c1	-5.0	9.4	-1.3	-5.7	1.9	-2.2	20.0	3.2	-7.8	2.3
O=C(COC(=O)c1cc([N+](=O)[O-])ccc1N1CCOCC1)NCc1ccc(F)cc1	7.8	0.3	-0.1	-4.8	5.6	-2.1	-2.0	-1.1	-30.2	-0.5
CC(C)n1cc(/C(N)=N/O)c(=O)n(Cc2ccccc2)c1=O	.	0.6	?	4.3	-1.1	1.7	9.7	-3.0	2.0	-3.7
CC#CC[N+](C)(C)CC(=O)c1ccccc1	-0.1	0.9	-5.6	-1.1	4.7	9.3	1.8	-3.2	-3.5	1.3
COc1ccc(N2CCC(CNC(=O)Nc3cccc(OC)c3)C2)cc1 (centres undefined)	76.7	3.8	?	10.8	0.0	32.6	?	6.5	-0.3	?
COc1cc(CN(C)C(=O)C2CCN(S(=O)(=O)c3cccs3)CC2)ccc1OC(F)F	-2.0	1.6	-4.4	.	.	.	-7.4	-12.5	7.1	-0.2
CC1=NN(c2nc(-c3ccc(C)cc3)cs2)C(=O)C1N=Nc1ccc(C(N)=O)cc1 (centres undefined)	-0.1	11.2	0.1	0.5	1.9	6.9	-7.8	3.0	-4.2	-0.4
CC(C)Nc1nc(-c2ccncc2)nc(-c2ccc(Cl)cc2)c1C#N	-3.0	14.5	0.2	6.9	2.6	2.2	-4.5	0.2	7.3	-1.2
Cc1noc(C)c1C(=O)N1CCN(c2ccc(OCc3ccccc3)cc2)CC1	7.4	5.0	-0.1	-12.1	-1.3	3.8	1.5	-3.1	-5.8	-0.5
CN(c1ccccc1)S(=O)(=O)c1cccc(NC(=O)CCNC(=O)c2ccc(Cl)cc2)c1	-1.7	-0.1	0.5	-12.5	.	.	-3.7	-0.2	5.8	-0.4
Cc1cc(N2CCC(C)CC2)n2ncc(-c3ccccc3)c2n1	-83.8	2.6	-1.7	8.9	3.2	25.2	2.3	7.3	7.8	0.5
O=C1CCCN1CC(=O)N1CCCC(Nc2cccc(F)c2)C1 (centres undefined)	2.2	3.1	2.2	1.6	-6.5	14.4	4.6	-0.1	-1.3	1.8
O=C(Cc1ccccc1)Oc1ccccc1N1C(=O)CCC1=O	-21.4	-0.3	0.4	-4.4	-2.2	20.6	3.2	-5.6	2.5	0.7
CC(C)C[C@H]1CNC(=S)N1C[C@H]1CCCN1C[C@H](CC(C)C)N1C[C@H](Cc2ccccc2)N(CCc2ccccc2)C1=S	.	.	-2.8	.	.	.	-11.9	5.2	-6.8	-0.8
COC(=O)c1c(C)[nH]c(C(=O)C(C)Sc2nnc(-c3cc(OC)c(OC)c(OC)c3)o2)c1C (centres undefined)	-13.3	-7.5	-3.5	-1.2	-3.0	-16.6	13.6	3.6	-0.4	1.1
Cc1cccc(C(=O)OCC(=O)Nc2sccc2C(N)=O)c1C	.	-2.8	-0.1	.	.	.	1.0	-10.6	8.4	0.8
O=C1C(C2=NC(c3ccccn3)C3C(=O)N(c4ccccc4)C(=O)C23)=C(O)c2ccccc21 (centres undefined)	-7.0	-4.5	1.4	4.9	80.4*	-7.1	-6.8	16.4	-1.2	-0.8
COCCN(C(=O)CSc1ccc2c(c1)OCCO2)c1c(N)n(CC(C)C)c(=O)[nH]c1=O	-3.2	4.2	-6.8	-5.0	.	.	-2.6	-7.8	-4.4	-0.2
Cc1n[nH]c(=O)nc1NCC1CCCO1 (centres undefined)	-8.0	5.1	3.0	-6.6	0.3	-7.3	20.8	-17.0	1.2	0.0
CCOC(=O)c1sc(=S)n(-c2cccc(OC)c2)c1N	-0.3	-5.7	-4.4	-11.7	-0.1	38.4	-2.5	-8.5	-9.6	-0.9
CN(CC(O)COc1ccccc1F)C1CCCCC1 (centres undefined)	-9.2	12.8	0.7	-2.9	4.0	16.9	2.3	11.7	3.0	0.8
O=Cc1c[nH]c2cccc(OCc3ccccc3)c12	-4.0	6.4	.	.	.	.	.	-5.2	6.7	.

A different layout for 2 compounds above.
| mol | PriA SSB inh | MazF activator | Anthrax LF prot | Rv3671c protease | 3CLpro inhibitor | VHR inh abs | BoNT F protease | CCHF vOTU inh | PrPC surface inh | BoNT A protease |
| --- | --- | --- | --- | --- | --- | --- | --- | --- | --- | --- |
| CC(C)C[C@H]1CNC(=S)N1C[C@H]1CCCN1C[C@H](CC(C)C)N1C[C@H](Cc2ccccc2)N(CCc2ccccc2)C1=S | . | . | -2.8 | . | . | . | -11.9 | 5.2 | -6.8 | -0.8 |
| O=C1C(C2=NC(c3ccccn3)C3C(=O)N(c4ccccc4)C(=O)C23)=C(O)c2ccccc21 (centres undefined) | -7.0 | -4.5 | 1.4 | 4.9 | 80.4* | -7.1 | -6.8 | 16.4 | -1.2 | -0.8 |

Further entries follow:
SMILES	PriA SSB inh	MazF activator	Anthrax LF prot	Rv3671c protease	3CLpro inhibitor	VHR inh abs	BoNT F protease	CCHF vOTU inh	PrPC surface inh	BoNT A protease
CC(NC(=O)CCCCCN1C(=O)c2ccccc2C1=O)c1ccc2c(c1)CCCC2 (centres undefined)	-17.7	0.7	-7.1	-5.4	1.2	-5.4	-2.3	-9.9	2.8	0.0
C[C@@H]1CCCCO[C@@H](CN(C)C(=O)Nc2ccc3c(c2)OCO3)[C@@H](C)CN([C@H](C)CO)C(=O)c2cc(N(C)C)ccc2O1	.	-0.3	2.8	.	.	.	-1.8	-5.8	1.5	-0.2
Cc1onc(-c2ccccc2)c1C(=O)N(C)CCc1ccccn1	-5.6	7.0	-1.1	0.1	4.1	-9.1	2.3	9.2	1.1	-0.1
CN1C=CC(=CC=C2C=CC(=O)C=C2)C=C1	-11.4	-53.5	-23.4	-10.0	-1.2	31.5	?	13.7	-28.7	-4.3
O=C(CNC(=O)Cn1ccc2ccccc2c1=O)NCCCN1CCN(c2cccc(Cl)c2)CC1	-3.5	4.0	-2.9	1.8	0.3	-11.0	-7.3	0.6	-1.4	0.7
CCn1c(CNC(=O)c2ccccc2F)nnc1SCc1nc2ccccc2c(=O)[nH]1	.	.	.	4.5	1.2	33.7	.	9.9	-1.3	.
COc1cccc(C2C3=C(CC(C)(C)CC3=O)Nc3n[nH]c(C)c32)c1 (centres undefined)	-10.9	3.0	-2.0	0.6	-2.3	2.5	-5.3	-37.2	-4.5	-0.3
C=CCn1c(SCC(=O)Nc2ccc(-c3nc4ccc(C)cc4s3)cc2)nnc1-c1ccncc1	0.0	-203.1	0.4	6.0	-0.8	16.4	-0.2	-6.7	8.0	0.0
CCN(C(=O)COn1nnc2ccc(S(=O)(=O)N(C)C)cc21)C1CCS(=O)(=O)C1 (centres undefined)	-5.8	5.8	-9.1	12.6	.	.	-7.5	-1.8	-10.9	0.2
Cc1cccc(NC(=S)NCCN2CCOCC2)c1	2.5	-6.2	-2.5	-1.5	-4.0	7.3	-4.5	5.7	0.1	-0.9
N#Cc1c(NC(=O)C2CC(c3ccccc3Cl)=NO2)sc2c1CCC2 (centres undefined)	-2.9	0.8	-2.3	-39.9	-4.9	17.8	-8.3	-6.6	-7.2	-0.7

Bioassay records deposited in PubChem by several laboratories.
